Assay outcomes from PubChem.
SENP8 block – SENP8 (human) protease inhibition. AID 602440. inhibition, % at 20 µM. Q96LD8. recombinant SENP8, Nedd8 substrate fluorescence. 360,000 tested, 0.64% active; in the data active = inhibition mostly above about 40%, no sharp cut-off; inactive = mostly below about 27%
Target sequence (Q96LD8 whole entry, looked up): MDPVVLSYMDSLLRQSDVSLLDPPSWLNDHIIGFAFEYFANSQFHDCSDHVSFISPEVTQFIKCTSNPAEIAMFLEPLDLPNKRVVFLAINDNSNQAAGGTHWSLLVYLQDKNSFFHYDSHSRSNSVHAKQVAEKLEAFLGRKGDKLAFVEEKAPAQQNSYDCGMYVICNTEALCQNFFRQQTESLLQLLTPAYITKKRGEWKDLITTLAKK
PfGluPho inh – PfG6PD (Plasmodium falciparum) enzyme inhibition. PfGluPho enzyme, NADPH resazurin-diaphorase fluorescence. inhibition, % at 20 µM. 350,000 tested, 0.78% active;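 active = inhibition reaching at least a set limit at 20 µM in the primary screen, cut at about 59% in these data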;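 note: 0% = DMSO wells with substrate and 100% = DMSO wells lacking glucose-6-phosphate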
SENP1 inh – SENP1 (human) catalytic domain inhibition; recombinant SENP1 catalytic domain, CyPet-SUMO1-YPet FRET cleavage; inhibition, % at 10 µM; 360,000 tested, 0.21% active; AID 624204;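 active = inhibition at least 30% at 10 µM, raw YFP signal under a set limit, fluorescence ratio 0.5 to 1.5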;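 note: 0% = enzyme with DMSO and 100% = no enzyme wells; some results filed as inactive read as strong as hits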
Target sequence (Q9P0U3 419-644 limits assumed): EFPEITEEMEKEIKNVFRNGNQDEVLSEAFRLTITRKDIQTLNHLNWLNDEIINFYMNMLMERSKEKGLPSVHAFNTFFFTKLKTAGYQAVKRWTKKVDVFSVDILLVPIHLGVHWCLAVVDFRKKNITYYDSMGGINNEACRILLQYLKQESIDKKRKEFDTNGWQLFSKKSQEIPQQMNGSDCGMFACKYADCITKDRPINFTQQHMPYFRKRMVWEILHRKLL
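System: Recombinant human SENP1 catalytic domain, His6-tagged | Incubation: Enzyme reaction for 50 min at room temperature, dark | Medium: Tris pH 8 with BME, BSA, NP40 and catalase | Also added: 25 nM SUMO1 FRET substrate | Compound: 10 µM single point, 0.5% DMSO | Measured by: FRET fluorescence in CFP and YFP emission channels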
An asterisk follows results filed as active; i = inactive. An excerpt (hit frequency here may not be typical).

SMILES	SENP8 block	PfGluPho inh	SENP1 inh
O[C@@H]1CN(CC2CCCCC2)[C@@H](c2ccc(Cl)cc2)C[C@H]1n1cc(C2CC2)nn1	8	19	1
CC(C)C(=O)N1CCCCCCN1C(=O)C(C)C	3	-6	-1
Cc1ccc(S(=O)c2ccc([N+](=O)[O-])c3nonc23)cc1 (stereo not drawn)	61*	117*	46
COc1ccccc1CN(C)C[C@@H]1OCc2cnnn2CCCC(=O)N([C@@H](C)CO)C[C@H]1C	6	5	1
CC(C)C1C(=O)N(Cc2cn(CC3CCCCC3)nn2)CCS(=O)(=O)N1Cc1ccc(-c2ccc(Cl)nc2)cc1 (stereo not drawn)	6	7	1
O=C(COC(=O)CN1C(=O)c2ccccc2C1=O)Nc1ccccc1C(F)(F)F	11	7	4
CC1(c2cccc(Br)c2)NC(=O)N(CC(=O)NCCC2=CCCCC2)C1=O (stereo not drawn)	3	7	1
COc1ccc(NC(=O)COC(=O)C2COc3ccccc3O2)cc1 (stereo not drawn)	10	-2	5
C[C@@H]1CNC(=O)c2c(C(=O)Nc3ccc(CNC(=O)OC(C)(C)C)cc3)ncn21	18	5	0
CC1=C(C#N)C(=O)NC1(C)O (stereo not drawn)	5	4	-5
Cc1ccc(C(=O)O)cc1NCc1cccnc1	9	-5	1
CN1C=CC(C(C(N)=O)c2ccccc2)c2ccccc21 (stereo not drawn)	13	-2	1
CC1=C(C(=O)N2CCOCC2)CC(CC(=O)NCCCCc2ccccc2)C(=O)N1CCC1=CCCCC1 (stereo not drawn)	11	8	1
CCN(CC(=O)Nc1ccc2c(c1)OCCO2)C(=O)COc1ccc(C(C)=O)cc1	14	0	2
Cc1ccc(S(=O)(=O)N2C[C@@H](C)[C@]3(C2)[C@H](O)[C@H](OC(=O)NC2CC2)C[C@H]2C(=O)N(c4ccccc4)C(=O)[C@H]23)cc1	2	8	1
Cc1ccc2nc(SCC(=O)N3N=C(c4cccs4)CC3c3ccc(F)cc3)nc(=O)n2c1 (stereo not drawn)	-57	-4	-5
CC1CC(C)CN(S(=O)(=O)c2ccc(C(=O)OCC(=O)Nc3ccccc3)cc2)C1 (stereo not drawn)	6	6	1
CC1=C(C(=O)N(C)C)CC(CC(=O)NC2CCCCC2)C(=O)N1CCCN1CCCC1=O (stereo not drawn)	7	6	-1
CC(O)C(NS(=O)(=O)c1ccc(Cl)cc1)C(=O)OCCOc1ccc(F)cc1 (stereo not drawn)	3	12	5
O=C1CCCN1c1ccc([N+](=O)[O-])cc1	13	-14	1
C[C@H](CO)N1C[C@H](C)[C@H](CN(C)C(=O)Nc2ccc(C(F)(F)F)cc2)Oc2ncc(Br)cc2C1=O	13	8	0
N#CC(=Cc1ccccn1)c1nc(-c2ccc(Cl)cc2)cs1	-477	12	-28
CCCn1c(=S)[nH]c2cc(C(=O)N3CCN(c4ccccc4)CC3)ccc2c1=O	12	-10	3
Cc1cccc(C)c1OCC(=O)Nc1cccc(S(=O)(=O)N2CCCCCC2)c1	4	17	3
C[C@H]1CN([C@@H](C)CO)C(=O)CCCn2cc(nn2)CO[C@@H]1CN(C)S(=O)(=O)c1ccccc1C#N	9	6	2
CCn1c2ccccc2nc2cc3c(cc21)c(Cl)c(=O)c1ccccc13	81*	94*	1
O=C(O)Cc1ccc(NS(=O)(=O)c2ccc3c(c2)OCCO3)cc1	14	-7	1
C[C@H]1CN([C@@H](C)CO)C(=O)CCCn2cc(nn2)CO[C@@H]1CN(C)C(=O)Cc1ccccc1	6	-30	0
C[C@@H]1CN([C@@H](C)CO)C(=O)CCCn2nncc2CO[C@H]1CN(C)C(=O)C1CCCCC1	20	0	0
O=C(NCCc1cccs1)c1ccc(CS(=O)Cc2cccc(Cl)c2)o1 (stereo not drawn)	17	-7	2
Cc1ccc(C)c(OCC(=O)OCc2csc(CC(=O)Nc3ccccc3C)n2)c1	11	21	-12
COc1ccc(C(=O)Nc2nc(CC(=O)NCc3c(F)cccc3F)cs2)cc1	3	-12	0
COc1cc(NC(=O)c2sc3ncn(CC(=O)N4CCCCC4C)c(=O)c3c2C)cc(OC)c1OC (stereo not drawn)	5	4	1
CCOC(=O)C1=C(COC(=O)CNS(=O)(=O)c2ccc(C)c(C)c2)NC(=O)NC1C (stereo not drawn)	4	-1	1
Cc1cn([C@H]2C[C@H](O)[C@@H](CNCc3ccc(Oc4cc(-n5cccn5)ncn4)cc3)O2)c(=O)[nH]c1=O	15	-4	2
COc1ccc(C=C2SC(=S)N(CCCN3CCOCC3)C2=O)c(OC)c1	21	-6	-40
CCCCCC(=O)N1C[C@@H](O)[C@H](n2cc(COC(=O)c3ccccc3)nn2)C[C@@H]1c1ccc(Cl)cc1	-20	1	1
COC(=O)c1cc(S(=O)(=O)Nc2cccc(-c3ccno3)c2)c[nH]1	19	0	-1
COc1ccc(C(=O)C2CCCN(C(=O)Cn3nc(C)nc3C)C2)cc1F (stereo not drawn)	17	12	2
CS(=O)(=O)c1ccc(-c2cccc(NC(=O)c3ccc4c(c3)OCO4)c2)nn1	23	-13	0
O=C(Cc1ccccc1)NCC(=O)N1CCN(c2ccc(F)cc2)CC1	10	-7	1
COc1ccc(NC(=O)Cn2c([N+](=O)[O-])cnc2C)c(OC)c1	19	-1	1
COc1ccc(N2C[C@H](CSC)[C@@H](CC(=O)Nc3ccccc3)C2=O)cc1	12	4	1
CC1(C)CC(=O)C(CC(=O)c2ccccc2)=C(NN=C(N)N)C1	-8	7	-1
CN1OC[C@@H]2CN(C(=O)c3ccc(-c4ccccc4)cc3)[C@H](c3ccc(-c4cccc(F)c4)cc3)C[C@@H]21	7	6	0

Whole records from above. Values in the order: SENP8 block, PfGluPho inh, SENP1 inh
CC1(C)CC(=O)C(CC(=O)c2ccccc2)=C(NN=C(N)N)C1 is listed with -8, 7, -1
Cc1ccc(C)c(OCC(=O)OCc2csc(CC(=O)Nc3ccccc3C)n2)c1 is listed with 11, 21, -12
COc1ccc(C(=O)Nc2nc(CC(=O)NCc3c(F)cccc3F)cs2)cc1 is listed with 3, -12, 0
CS(=O)(=O)c1ccc(-c2cccc(NC(=O)c3ccc4c(c3)OCO4)c2)nn1 is listed with 23, -13, 0
COc1cc(NC(=O)c2sc3ncn(CC(=O)N4CCCCC4C)c(=O)c3c2C)cc(OC)c1OC (stereo not drawn) is listed with 5, 4, 1

Going on with the list.
SMILES	SENP8 block	PfGluPho inh	SENP1 inh
CC(=O)N(c1ccccc1)c1ccccc1[N+](=O)[O-]	11	12	-14
O=C(NC1CCCCC1)c1ccc2ccccc2c1O	i	1	-2
COc1ccc(Cl)cc1CNC[C@H]1O[C@@H](n2ccc(N)nc2=O)[C@H](O)[C@@H]1O	10	6	0
CC(C)n1ncc2c(C(=O)N3CCN(Cc4cccs4)CC3)cc(C3CC3)nc21	-23	-1	-10
Cc1ccc(S(=O)(=O)N2C[C@H]3C(=O)C[C@@H](c4ccccc4F)N(S(=O)(=O)c4ccc(C)cc4)[C@H]3C[C@H]2c2cccc3ccccc23)cc1	7	-2	-4
Oc1ccc(O)c(C=NNC(=S)NC2CC3CC2C2C=CCC32)c1 (stereo not drawn)	-65	-11	2
c1ccc(OC2CCCCC2N2CCOCC2)cc1 (stereo not drawn)	17	-1	2
COc1cc(C(C)=O)ccc1OCC(=O)Nc1ccc(S(=O)(=O)N2CCCCC2)cc1	6	20	0
O=C1NC(=O)C(=C2CCOC2=O)N1	16	-2	1
O=C(Oc1ccc[nH]c1=O)C1CC1	0	17	1
Nc1ccc(CCCC(=O)NCc2cccnc2)cc1	17	19	4
O=C(c1cccs1)N1C[C@@H](n2cc(-c3ccc(F)cc3)nn2)[C@H](O)C[C@@H]1c1ccccc1	9	8	0
C[C@@H]1CN([C@H](C)CO)C(=O)CCCn2nncc2CO[C@@H]1CN(C)C(=O)C1CCCCC1	9	0	1
O=C(NCc1ccccc1)/C(=C\c1ccc(F)cc1)NC(=O)c1ccco1	18	-5	1
C[C@H]1CCCCO[C@H](CN(C)Cc2ccncc2)[C@@H](C)CN([C@@H](C)CO)C(=O)c2cc(NS(=O)(=O)c3ccccc3)ccc2O1	10	17	-3
COc1ncnc2c1ncn2CCCNCc1ccc2c(c1)OCO2	4	-2	4
COc1ccc(CCN2CC(C(=O)NCc3cccc(F)c3)CCC2=O)cc1 (stereo not drawn)	16	4	-1
Cc1noc(C)c1NC(=O)N(C)C[C@H]1OCCCC[C@@H](C)Oc2ccc(NS(=O)(=O)c3ccccc3)cc2C(=O)N([C@H](C)CO)C[C@@H]1C	13	24	0
COc1ccc(C(=O)NC2CC(C)(C)NC(C)(C)C2)cc1S(=O)(=O)N1CCOCC1	10	0	1
CNC(=O)C[C@H]1C(=O)N(CCc2ccccc2)C[C@@H]1CSC	12	16	1
Cc1ccc(S(=O)(=O)NN=C2CCCc3ccccc32)cc1	12	1	1
CCN1C(=O)[C@H]2[C@@H](c3ccc(OC)cc3)N[C@]3(CCCN(CCC(C)C)C3=O)[C@H]2C1=O	0	-2	-1
Cc1c(CN(C)C(=O)C2CCC(=O)N(Cc3ccccc3F)C2)[nH]c2ccccc12 (stereo not drawn)	13	-11	0
CCCCN1C[C@H](CSC)[C@@H](CC(=O)NC)C1=O	6	-11	0
COC(=O)c1csc(C2OC(CO)C(O)C2O)n1 (stereo not drawn)	7	-3	1
COCCNC(=S)N(C)[C@H]1C[C@H]2c3cc(Oc4ccccc4C)ccc3CCN2C(=O)[C@H]1[C@H](C)O	-37	21	-3
Cc1ccc(N2CC(C(=O)Nc3cc(S(=O)(=O)N4CCCCC4)ccc3C)CC2=O)cc1 (stereo not drawn)	1	5	1
O=C(CSCC(=O)OCC(=O)N1CCN(C(=O)c2ccco2)CC1)Nc1ccc(Cl)cc1	21	-18	1
Cc1ccccc1C#CC1=CC(=O)CC(C)(C)C1	28	17	0
Cc1ccc(S(=O)(=O)Nc2ccc3c(c2)C(=O)N([C@H](C)CO)C[C@H](C)[C@H](CN(C)C(=O)Nc2cccc4ccccc24)OCCCC[C@@H](C)O3)cc1	-190	10	1
COC(=O)[C@H]1C[C@H](OC(=O)Nc2c(C)noc2C)[C@@]2(O)CN(S(=O)(=O)c3ccc(C)cc3)CC2[C@H]1C(=O)OC (stereo partly drawn)	3	12	-2
O=C(O)c1ccc(S(=O)(=O)NN=Cc2c[nH]c3ccccc23)cc1	28	-21	2
Cc1ccc(S(=O)(=O)N2C[C@@H](C)[C@]3(C2)[C@H](O)[C@H](OC(=O)Nc2cccs2)C[C@H]2C(=O)N(c4ccccc4)C(=O)[C@H]23)cc1	11	29	1
CCCc1c(C(=O)N/N=C/C2CC=CCC2)nnn1-c1nonc1N (stereo not drawn)	9	-10	-1
COc1ccc(S(=O)(=O)N(C)C[C@H]2Oc3ncc(Br)cc3C(=O)N([C@@H](C)CO)C[C@@H]2C)cc1	9	-7	0
N#Cc1ccc2sn(-c3ccccc3)c(=O)c2c1	5	126*	-14
Cc1ccc(NC(=O)COC(=O)CCc2c[nH]c3ccccc23)cc1	-1	6	4
CCCCCC(=O)N1C[C@H](O)[C@@H](n2cc(-c3ccc(F)cc3)nn2)C[C@@H]1c1ccc(C)cc1	22	12	1
COc1ccc(N2CCN(C(=O)c3ccc(CS(=O)c4cccc(Cl)c4)o3)CC2)cc1 (stereo not drawn)	28	18	3
O=C(NCCO)/C(=C\c1cccc([N+](=O)[O-])c1)NC(=O)c1cccs1	11	-6	1
CCN1C(=O)[C@H]2[C@@H](c3ccc(C)cc3)N[C@]3(CCCN(Cc4cccn4C)C3=O)[C@H]2C1=O	8	-16	-2
CCCc1cc(C(=O)OCC(=O)NCCc2ccccc2)sc1C	12	-5	3
COc1ccc(-c2ccc3[nH]c4c(c3c2)CCN2C[C@H]3[C@H](C)ON(C)[C@H]3C[C@@H]42)cc1	-188	29	-29
O=C(NCc1nnnn1-c1ccc(F)cc1)c1cc2ccccc2o1	-6	-4	1
O=C(Cc1cccc([N+](=O)[O-])c1)Nc1ccccc1	17	1	2

3 structures already listed, ordered by length of the SMILES, largest number first:
SMILES	SENP8 block	PfGluPho inh	SENP1 inh
COC(=O)[C@H]1C[C@H](OC(=O)Nc2c(C)noc2C)[C@@]2(O)CN(S(=O)(=O)c3ccc(C)cc3)CC2[C@H]1C(=O)OC (stereo partly drawn)	3	12	-2
CCCCCC(=O)N1C[C@H](O)[C@@H](n2cc(-c3ccc(F)cc3)nn2)C[C@@H]1c1ccc(C)cc1	22	12	1
N#CC(=Cc1ccccn1)c1nc(-c2ccc(Cl)cc2)cs1	-477	12	-28

Next structures follow:
SMILES	SENP8 block	PfGluPho inh	SENP1 inh
COc1cccc(/C=C/C(=O)OCC(=O)NC2CCCC2)c1	-176	-7	1
O=C(OCC(=O)N1CCNC1=O)c1ccccc1Cl	14	-2	3
COc1ccc(NC(=O)COC(=O)Cc2cccs2)cc1Cl	-20	9	3
O=C(COc1ccc(F)cc1Br)Nc1ccccc1N1CCCC1	16	7	-1
CN(Cc1ccc(Cl)cc1Cl)C(=O)C1CSC2(C)CCC(=O)N12 (stereo not drawn)	15	15	-2
Cc1ccc(S(=O)(=O)N(C)C[C@@H]2OCCCC[C@@H](C)Oc3ccc(NS(=O)(=O)c4c(C)noc4C)cc3C(=O)N([C@H](C)CO)C[C@@H]2C)cc1	9	36	1
